M4 ag: agonists of human muscarinic M4 receptor (CHRM4); actives 0.14% (n = 360,000); CHO-K1 hM4/Gqi5, Fluo-8 calcium fluorescence; vehicle 0%, full acetylcholine response 100%; AID 624127; P08173; activation, % at 3 µM;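 active means activation above the run mean over all test wells plus 3 SD, cut at about 32% in these data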;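 further: peak over basal fluorescence ratio per well then scaled between controls; 0% = DMSO wells and 100% = acetylcholine at EC100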
Target sequence (P08173 whole entry, looked up): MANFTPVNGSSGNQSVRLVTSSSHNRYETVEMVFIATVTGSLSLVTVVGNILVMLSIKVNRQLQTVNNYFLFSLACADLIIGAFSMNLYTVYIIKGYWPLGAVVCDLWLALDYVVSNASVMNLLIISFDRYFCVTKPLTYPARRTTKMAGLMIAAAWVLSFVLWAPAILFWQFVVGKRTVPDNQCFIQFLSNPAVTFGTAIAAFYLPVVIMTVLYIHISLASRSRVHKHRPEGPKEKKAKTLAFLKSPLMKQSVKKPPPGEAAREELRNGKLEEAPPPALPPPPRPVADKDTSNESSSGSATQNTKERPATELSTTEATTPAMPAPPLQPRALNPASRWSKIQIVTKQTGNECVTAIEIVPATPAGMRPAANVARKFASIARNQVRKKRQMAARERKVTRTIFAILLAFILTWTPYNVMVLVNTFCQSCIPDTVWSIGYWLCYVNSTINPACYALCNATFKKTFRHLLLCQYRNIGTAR
M5 antag: blocks acetylcholine activation of human M5 receptor; AID 624040; CHO-hM5 cells, Fluo-8 calcium fluorescence, ACh EC80; inhibition, % at 3 µM; actives 0.59% (n = 360,000);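 active means inhibition above a per-plate cutoff, the mean of that plate's test compounds plus 3 SD, cut at about 27% in these data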;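 further: 0% = acetylcholine EC80 with DMSO and 100% = DMSO without agonist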
Target sequence (P08912 whole entry, looked up): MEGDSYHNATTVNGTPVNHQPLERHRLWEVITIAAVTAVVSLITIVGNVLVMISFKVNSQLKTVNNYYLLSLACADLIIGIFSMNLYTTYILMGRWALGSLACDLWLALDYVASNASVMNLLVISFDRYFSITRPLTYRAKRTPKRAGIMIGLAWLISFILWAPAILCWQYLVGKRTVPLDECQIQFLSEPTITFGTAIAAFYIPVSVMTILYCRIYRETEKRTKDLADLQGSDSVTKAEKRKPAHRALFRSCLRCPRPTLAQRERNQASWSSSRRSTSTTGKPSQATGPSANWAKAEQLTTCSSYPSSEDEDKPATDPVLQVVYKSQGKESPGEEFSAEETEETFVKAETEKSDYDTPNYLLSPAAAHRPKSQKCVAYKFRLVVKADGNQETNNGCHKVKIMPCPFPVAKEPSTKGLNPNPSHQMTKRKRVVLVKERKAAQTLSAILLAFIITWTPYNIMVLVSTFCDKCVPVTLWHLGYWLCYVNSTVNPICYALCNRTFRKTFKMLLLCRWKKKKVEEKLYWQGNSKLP
M5 ag: agonists of human muscarinic M5 receptor (CHRM5); P08912; CHO-K1 hM5 cells, Fluo-8 calcium fluorescence; 0% DMSO wells, 100% maximal acetylcholine response; activation, % at 3 µM; actives 0.19% (n = 360,000); AID 624037;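 active means activation above the run's mean over test compounds plus 3 SD, cut at about 23% in these data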;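 further: signal is peak over basal fluorescence ratio across the kinetic read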
CHRM4 antagonist: CHRM4 antagonism in calcium assay. P08173. CHO-hM4 cells, ACh EC80, Fluo-8 calcium fluorescence. inhibition, % at 3 µM. actives 0.73% (n = 360,000);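 active means inhibition above its plate's cutoff, the mean inhibition of sample wells plus 3 SD, cut at about 27% in these data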;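 further: 0% = acetylcholine EC80 with DMSO and 100% = DMSO without agonist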
CRFBP-R2 block: blocks CRF-induced signaling of the CRF-BP/CRF-R2 complex. HEK293 CRF-R2/CRF-BP, CRF-induced calcium fluorescence. inhibition, % at 11.8 µM. actives 0.59% (n = 350,000). AID 588475;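 active means inhibition of the ligand-induced calcium signal above about 50% at the single tested concentration, limit read from the data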
CRFBP-R2 agonist: CRF-BP/CRF-R2 complex agonism; HEK293 CRF-R2/CRF-BP, calcium dye fluorescence (FLIPR); percent of saturating CRF peptide response; AID 588473; activation, % at 13.2 µM; actives 0.46% (n = 350,000);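 active means activation of at least 50%, plus an integration ratio under a set limit after plate pattern correction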;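 further: plate controls were neutral control wells without compound for no effect and CRF at EC100 for full effect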
IDE cell inh: cellular human IDE inhibition. inhibition, % at 5.59 µM. HEK cells, FAbetaB cleavage, fluorescence polarization. AID 434962. actives 0.41% (n = 320,000);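 active means percent inhibition above the average of all tested compounds plus 3 SD, set per screening campaign, cut at about 16% in these data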;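 further: IDE supplied by intact live HEK cells; FP after avidin binding of uncleaved biotin substrate so inhibition keeps polarization high; 0% = DMSO wells and 100% = 60 µM reference IDE inhibitor Ii1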
M5 PAM: potentiates acetylcholine response at human M5 receptor; CHO-K1 hM5, Fluo-8 calcium, ACh EC20 PAM; 0% = ACh EC20, 100% = ACh EC100; P08912; actives 0.3% (n = 360,000); activation, % at 3 µM;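 active means activation above the run cutoff, the mean activation of all test compounds plus 3 SD, cut at about 18% in these data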
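System: CHO-K1 hM5 cells. Reagent: acetylcholine, EC20 level. Compound dosing: single dose, 3 µM nominal final test concentration. Timing: Post-acetylcholine fluorescence recording 140 s. Detection: Fluo-8 calcium fluorescence. Read-out: % activation, ACh-normalized. Benchmarks: ACh EC20 and EC100 wells. Repeats: singlicate, one well per test compound.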
CHRM4 PAM: potentiates acetylcholine response at human M4 receptor; actives 0.4% (n = 360,000); activation, % at 3 µM; AID 624126; CHO-K1 hM4/Gqi5, Fluo-8 calcium fluorescence, ACh EC20; 0% = ACh EC20, 100% = maximal ACh; P08173;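 active means activation above its plate's cutoff, the mean activation of sample wells plus 3 SD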; further: some results filed as inactive read as strong as hits
Starred values were filed as active, the others as inactive; . = not tested or not shown. Rows were taken by chance, and some 2.9% of all compounds hit somewhere here.

Results follow in this order: M4 ag | M5 antag | M5 ag | CHRM4 antagonist | CRFBP-R2 block | CRFBP-R2 agonist | IDE cell inh | M5 PAM | CHRM4 PAM
O=C1CC(N2CCC(c3nc4ccccc4[nH]3)CC2)C(=O)N1c1ccccc1F (configuration not stated)
 : 1 | -13 | 1 | 0 | -5 | -0.5 | -1 | 10 | -2
CC(C)(CNC(=O)c1cccc(NS(=O)(=O)c2ccc(Br)cc2)c1)N1CCOCC1
 : 3 | -3 | -5 | 2 | -16 | 1.8 | 0 | 7 | -3
COc1ccc(N(CC(=O)NC2CC3CCC2C3)S(=O)(=O)c2ccc(C)c([N+](=O)[O-])c2)cc1 (configuration not stated)
 : 1 | 5 | -4 | 1 | 13 | -0.9 | 6 | -3 | 6
O=C(NCc1ccc(F)cc1)C1CCCN(S(=O)(=O)c2cccc3nonc23)C1 (configuration not stated)
 : 3 | -26 | 3 | -13 | -6 | 0.6 | 3 | 20* | 7
CC(C)(C)c1cc(/C=N/NC(=O)C[n+]2ccccc2)cc(C(C)(C)C)c1O
 : -1 | 5 | -10 | 7 | 26 | 0.5 | 5 | -2 | -8
COC(=O)[C@@]12C[C@@H](CC(=O)NCc3ccc(C)o3)C(=O)N(CCc3ccc(OC)c(OC)c3)C1=CCC(C)(C)C2
 : 11 | 0 | 3 | -12 | . | . | . | -7 | 11
CC(=O)COc1ccc2c3c(c(=O)oc2c1C)CCCCC3
 : 16 | 1 | 7 | -9 | -39 | 4.2 | -1 | -12 | 3
Cn1c(C(=O)NCC2CCCO2)cc2oc3ccccc3c21 (configuration not stated)
 : 4 | 0 | -2 | -7 | 13 | -0.8 | 1 | -6 | -2
CCc1nc2ccccc2n1Cc1ccc(F)cc1
 : 1 | 0 | 2 | 1 | 9 | -0.6 | 3 | 3 | -4
c1ccc(-c2csc3ncnc(NCCN4CCOCC4)c23)cc1
 : 2 | -2 | -9 | 0 | -1 | 0.5 | 5 | -9 | 2
CCOC(=O)CSc1nnc(CNC(=O)c2ccco2)n1-c1ccc(F)cc1
 : 1 | 0 | 1 | 13 | 1 | 1.2 | 1 | -1 | 2
CC(=O)N1c2ccccc2[C@H](C)[C@H]1C
 : 2 | -3 | 1 | -5 | 11 | -0.8 | 2 | 5 | 0
Cc1ccnn1Cc1cc(C(=O)O)c2ccccc2n1
 : 1 | 4 | -4 | 9 | 30 | 0.4 | 0 | -2 | -1
COc1cccc(CC(NC(C)=O)C(=O)NC2CCN(c3nc(C)cc(C)c3C#N)CC2)c1OC (configuration not stated)
 : 3 | -8 | -5 | -8 | 12 | 0.9 | 0 | 2 | 14
Cn1nnnc1SCC(=O)NC1CCCC1
 : 1 | -1 | -1 | -1 | -5 | 1.4 | 6 | 2 | 3
CCN1CCN(c2ccc(S(=O)(=O)N3CCOCC3)cc2N)CC1
 : -2 | 8 | -5 | 0 | 5 | 0.2 | 7 | 12 | 16
COc1ccc(CNC(=S)Nc2ccccc2Cl)cc1
 : 1 | 14 | -11 | 1 | 30 | -3.6 | 4 | 2 | 1
COc1cc(C(=O)O/N=C2\C=CC(=O)C(C)=C2)cc(OC)c1OC
 : 2 | -4 | -3 | 5 | -8 | -0.7 | -1 | 3 | 5
Nc1nnc(/C=C/c2ccccc2Cl)s1
 : 0 | 5 | -2 | 7 | 6 | -0.9 | 1 | 2 | 14
COc1ccc(CNC(=O)COC(=O)c2ccc(S(=O)(=O)N3CCCCC3)cc2)cc1
 : 1 | 14 | 1 | -10 | 8 | 3.3 | -1 | 4 | 0
COC(C(=O)Nc1ccnn1C1CCN(Cc2ccc(CO)o2)CC1)c1ccccc1 (configuration not stated)
 : 0 | 3 | -4 | 2 | 2 | -0.4 | -4 | -6 | -4
Cc1ccc(-c2nc(C3CCN(S(=O)(=O)c4ccc(C(C)(C)C)cc4)CC3)no2)cc1
 : 0 | 2 | 0 | -1 | -11 | 3.7 | -3 | -3 | -3
N/C(=N\c1nc2c(c(=O)[nH]1)CCC2)Nc1cccc(Cl)c1
 : 2 | -7 | 1 | -4 | -7 | -0.4 | 1 | 2 | 19
COc1cccc(/C=C/C(=O)c2ccc(NS(=O)(=O)c3ccc(C)cc3)cc2)c1
 : 1 | 9 | -3 | 2 | -31 | -0.2 | 1 | -5 | -4
CC(C)(C)C(=O)Nc1ncc(C(F)(F)F)cc1Cl
 : 0 | -1 | -1 | -4 | -2 | 1.7 | -9 | -2 | -2
Cc1ccc(CN2CCSc3ccc(C(=O)NCc4cccnc4)cc32)cc1
 : 2 | 10 | -4 | 4 | 28 | -0.7 | -5 | -6 | -8
C=CCN=c1scc(-c2ccc(F)cc2)n1/N=C/c1ccccn1
 : 2 | 9 | -5 | -2 | 2 | -0.1 | 0 | -9 | -5
Cc1ccc(NC(=S)Nc2cccc(-c3n[nH]c(=S)o3)c2)cc1
 : 3 | 13 | 6 | 14 | 7 | -0.3 | -1 | -7 | 1
Cc1ccc(S(=O)(=O)n2cc(C=O)c3ccccc32)cc1
 : 0 | 15 | -8 | -4 | 10 | -0.1 | 5 | -8 | 2
O=C1CCCN1c1cc(Cl)ccc1Cl
 : 0 | 5 | 1 | 13 | 11 | -1.3 | 2 | 0 | -7

Another view of part of the listing above:
Structure	M4 ag	M5 antag	M5 ag	CHRM4 antagonist	CRFBP-R2 block	CRFBP-R2 agonist	IDE cell inh	M5 PAM	CHRM4 PAM
Cc1ccc(CN2CCSc3ccc(C(=O)NCc4cccnc4)cc32)cc1	2	10	-4	4	28	-0.7	-5	-6	-8
C=CCN=c1scc(-c2ccc(F)cc2)n1/N=C/c1ccccn1	2	9	-5	-2	2	-0.1	0	-9	-5

Next part.
Results follow in this order: M4 ag | M5 antag | M5 ag | CHRM4 antagonist | CRFBP-R2 block | CRFBP-R2 agonist | IDE cell inh | M5 PAM | CHRM4 PAM
O=C(Nc1ccc(OCCO)cc1)c1csc([C@H]2C[C@H](O)[C@@H](CO)O2)n1
 : 1 | -11 | 0 | -27 | . | . | . | 4 | 12
CC(C)c1ccc(NC2CCCN(C(=O)c3ccncc3)C2)cc1 (configuration not stated)
 : 1 | -1 | -1 | 5 | -4 | -0.6 | 5 | 2 | -3
N#CCCn1nc2c(c1N)CCC2
 : 1 | 0 | 3 | -4 | -14 | 5.3 | . | 7 | 2
Cc1ccc(SCC(=O)OCC(=O)N(C)CC(=O)Nc2ccccc2Cl)cc1
 : 3 | 3 | 5 | -10 | 12 | -0.3 | 1 | -2 | 0
CC(C)NC(=O)COC(=O)c1ccc(O)cc1
 : 0 | -2 | -4 | 0 | 4 | -0.9 | 0 | -5 | -1
COC(=O)c1cc2c(s1)-c1cc(F)ccc1OC2
 : -1 | -3 | 2 | -1 | -9 | -3.6 | 1 | 17 | 4
COc1cccc(OC)c1C(=O)NC(=S)NNC(=O)[C@H]1C[C@@H]1c1ccccc1
 : 0 | 5 | -3 | -1 | -2 | -0.5 | 1 | 0 | 0
COc1ccc(-n2nc(C(=O)NCC(=O)NCCN(C)C)c3ccccc3c2=O)c(OC)c1
 : 1 | 5 | -3 | 1 | 4 | -1.9 | -4 | -2 | 2
Cc1ccc(S(=O)(=O)Nc2ccc3c(c2)C(=O)N([C@@H](C)CO)C[C@@H](C)[C@@H](CN(C)C(=O)NC2CCCCC2)OCCCC[C@H](C)O3)cc1
 : 0 | -7 | 1 | -6 | . | . | . | 4 | 7
COc1ccc(NC(=O)CC2C(=O)N(c3cccc(OC)c3)C(=O)N2C2CCCCC2)cc1 (configuration not stated)
 : 1 | -2 | 0 | 13 | 2 | -1.3 | 1 | -5 | -7
COc1ccc(Cl)cc1N1Cc2ccccc2C1
 : 0 | -6 | 9 | 1 | -18 | 0.5 | 1 | 12 | 15
O=C(Cc1c(C(=O)O)[nH]c2ccc(Cl)cc12)Nc1ccc2c(c1)OCCO2
 : 0 | 6 | 0 | -8 | -15 | 5.2 | 4 | 1 | 9
Cc1nn(C(=O)Cn2ccc([N+](=O)[O-])n2)c(C)c1Br
 : 2 | -3 | 2 | -1 | 0 | 1.6 | 8 | 0 | 9
Cc1cc(C)c(S(=O)(=O)N2CCCOC2CNC(=O)C(=O)NCCCn2ccnc2)c(C)c1 (configuration not stated)
 : 0 | 4 | 1 | 3 | -4 | 0.4 | -3 | -2 | 5
O=C(Nc1ccccc1Cl)c1cccc(COc2cc(Cl)ccc2Cl)c1
 : 0 | 3 | -3 | 3 | -18 | 6.8 | 1 | 4 | 3
O=C(NCc1ccc(F)cc1)c1cc(-c2cccs2)on1
 : -1 | 0 | -2 | 1 | 22 | -3.2 | -6 | -7 | -7
CN(C)c1ccc(NC(=O)c2cccc(N3C(=O)C4C5C=CC(C5)C4C3=O)c2)cc1 (configuration not stated)
 : 12 | 2 | 5 | 1 | -9 | -3.2 | -1 | -16 | -10
CCOc1ccc(/C=C2\C(=O)c3ccccc3OC2c2ccccc2)cc1 (configuration not stated)
 : 1 | -5 | -4 | -5 | 14 | 11 | 0 | 1 | 1
Cc1[nH]c(=S)c(C#N)c(C)c1Cc1ccc(Cl)cc1Cl
 : 16 | 20 | 2 | 15 | -9 | 1.8 | 3 | -16 | -11
O=C1Nc2cc3c(cc2Sc2ccccc21)OCCO3
 : 4 | -8 | 0 | 6 | 4 | 4.1 | 8 | 3 | 2
Cn1c(NCc2cccnc2)nc2cc(-c3cccc(C(=O)NCCO)c3)sc2c1=O
 : 1 | 7 | 1 | -8 | . | . | . | -5 | -1
CCn1c(CC(=O)Nc2ccc(OC)cc2)nnc1SCC(=O)N1CCOCC1
 : 1 | -2 | -2 | -6 | -4 | 1.8 | -1 | -2 | -1
COC(=O)C1N[C@@H]([C@@H](NC(=O)COc2ccccc2)C(=O)NCc2ccccc2)SC1(C)C (some centres not stated)
 : 14 | 6 | -4 | -2 | -4 | -0.9 | -1 | -7 | -3
Cc1cc(S(=O)(=O)N2CCOCC2)ccc1OCC(=O)N1CCC(C)CC1
 : 1 | 16 | 0 | -3 | -6 | -0.3 | -6 | -5 | -3
CC(C)[C@@H](CO)NC(=O)[C@H]1O[C@@H](n2cnc3c(N)ncnc32)[C@H](O)[C@@H]1O
 : 1 | 3 | 1 | 3 | . | . | . | 6 | 4
COC(=O)/C=C1\OCc2ccccc21
 : 1 | -18 | 2 | -13 | . | . | . | 17 | 6
COC(=O)c1c(=O)n(O)c2ccc(OC)cc2[n+]1[O-]
 : 3 | 4 | 0 | 1 | -21 | 31 | 0 | -3 | 0
CC(C)NC(=O)N(C)C[C@H]1Oc2c(NC(=O)Nc3ccc4c(c3)OCO4)cccc2C(=O)N([C@H](C)CO)C[C@@H]1C
 : 4 | -6 | 1 | -9 | -5 | -0.6 | 1 | 1 | -2
CS(=O)(=O)c1ccc(NC(=O)C2CCCN(C(=O)c3ccc(Cl)cc3)C2)cc1 (configuration not stated)
 : 2 | 4 | 3 | -16 | -2 | 1.0 | 1 | 4 | 9
Cc1cccc(NC(=O)CCC2CCN(C(=O)C3CC=CCC3)CC2)c1 (configuration not stated)
 : 7 | 7 | -2 | -11 | 13 | -0.8 | 2 | -1 | 14
Cc1cccc(N(C(=O)c2csnn2)C(C(=O)NC2CCCCC2)c2ccncc2)c1 (configuration not stated)
 : -1 | 6 | -3 | 8 | 5 | -0.3 | 2 | 0 | -7

High-throughput results deposited in PubChem by several laboratories.
